PPARg SRC2 recr: promotes SRC-2 coactivator recruitment by human PPARgamma. PPARgamma LBD-SRC-2 recruitment, biochemical. activation, % at 8 µM. hit rate 0.34% among 200,000. AID 1032; in the data active means activation above about 22%;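 further: 0% = vehicle and 100% = reference agonist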
Target sequence (P37231 whole entry, looked up, the tested form may be a part): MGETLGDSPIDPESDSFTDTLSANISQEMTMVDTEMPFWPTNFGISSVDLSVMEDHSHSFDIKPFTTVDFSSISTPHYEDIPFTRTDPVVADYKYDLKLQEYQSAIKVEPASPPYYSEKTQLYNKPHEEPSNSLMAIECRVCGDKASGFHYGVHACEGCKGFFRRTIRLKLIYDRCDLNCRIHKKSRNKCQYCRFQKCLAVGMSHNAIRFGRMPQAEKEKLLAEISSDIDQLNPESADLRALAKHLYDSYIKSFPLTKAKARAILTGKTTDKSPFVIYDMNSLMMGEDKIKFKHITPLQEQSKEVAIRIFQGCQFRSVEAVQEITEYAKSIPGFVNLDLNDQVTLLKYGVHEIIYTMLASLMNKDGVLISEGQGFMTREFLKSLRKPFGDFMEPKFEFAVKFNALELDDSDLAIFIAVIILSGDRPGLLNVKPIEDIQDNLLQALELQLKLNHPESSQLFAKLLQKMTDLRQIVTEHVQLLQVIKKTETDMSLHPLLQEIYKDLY
PPARg SRC3 recr: PPARgamma-driven SRC-3 recruitment agonism; P37231; biochemical PPARgamma/SRC-3 coactivator recruitment assay; activation, % at 8 µM; hit rate 0.26% among 200,000; in the data active means activation above about 23%;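 further: 0% = DMSO and 100% = reference agonist; some compounds past the cut are filed as inactive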
STAT3 activator: activators of IL-6 induced STAT3 signaling; U3A cells, IL-6 STAT3-luciferase reporter, luminescence; 100% = signal with IL-6 EC80 alone; activation (% of control), % at 5.6 µM; hit rate 0.91% among 190,000; AID 871;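 active means activation above the screen-wide mean of compound activation plus 3 SD, cut at about 130% in these data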;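 further: 0% = background luminescence of wells with medium and substrate only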
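system = STAT3-luciferase reporter U3A cells | reagent = IL-6 stimulus at 33 ng/mL final | timing = 1 h compound pre-exposure, 6 h IL-6 stimulation, 37 °C | measured by = luminescence | evaluation = % activation versus median of IL-6-stimulated wells | control set = IL-6-only wells as 100% reference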
RAM network inh: blocks the yeast RAM network; inhibition, % at 50 µM; hit rate 1.8% among 190,000; S. cerevisiae dse1pr::URA3 reporter, 5-FOA growth OD615, 2 d; analog-sensitive cbk1-as2 kinase mutant strain;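 active means inhibition above a set limit, 3 SD over mean compound inhibition, cut at about 8.4% in these data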;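 further: 0% = DMSO-only wells with no growth and 100% = 10 µM 1-NA-PP1 full growth; inhibition rescues growth on 5-FOA so higher OD means more RAM inhibition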
TR-FRET SRC-2 ct: flags TR-FRET format artefacts in PPARgamma SRC-2 recruitment agonist screen | TR-FRET artefact counter-screen; active compounds read high | TR-FRET ratio at 8 µM | hit rate 0.4% among 200,000 | AID 1049; in the data active means TR-FRET ratio above about 2000; further: inactives centre near 1500
STAT1 blocker: STAT1 signaling inhibition; NIH 3T3 STAT1-luciferase reporter, IFN-gamma, luminescence; inhibition, % at 5.5 µM; hit rate 0.35% among 200,000;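 active means inhibition above a set limit, the mean inhibition across all tested compounds plus 3 SD, cut at about 34% in these data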;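 further: 0% = IFN-gamma with DMSO and 100% = IFN-gamma with 300 µM nifuroxazide; values of inactives mirror those of a sister screen read the other way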
STAT3 inh: reduces IL-6 driven STAT3 reporter signal; U3A cells, IL-6 STAT3-luciferase reporter, luminescence; host cell line lacks STAT1; inhibition, % at 5.5 µM; hit rate 0.89% among 190,000;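 active means inhibition above the mean inhibition across all screened compounds plus 3 SD, cut at about 44% in these data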;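 further: 0% = DMSO only wells and 100% = 100 µM nifuroxazide control wells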
TLR4-MyD88 BLA: blocks binding of human TLR4 to MyD88; O00206+Q99836; AID 861; inhibition, % at 8.4 µM; hit rate 0.18% among 200,000; HeLa CL3-4 TLR4/MyD88 BLA complementation, FRET ratio; in the data active means inhibition above about 25%;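 further: 0% = vehicle and 100% = reference inhibitor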
ROMK primary: human ROMK K+ channel modulation, primary screen. P48048. Tet-inducible ROMK, thallium flux fluorescence; actives lie on both sides. B-score at 10 µM. hit rate 2% among 130,000;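 active means signal ratio slope over the read window, or its plate-corrected B-score, at least 3 SD from the plate mean, either direction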;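 further: B-score of the F/F0 ratio slope over 7 to 12 s after thallium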
Target sequence (P48048 whole entry, looked up): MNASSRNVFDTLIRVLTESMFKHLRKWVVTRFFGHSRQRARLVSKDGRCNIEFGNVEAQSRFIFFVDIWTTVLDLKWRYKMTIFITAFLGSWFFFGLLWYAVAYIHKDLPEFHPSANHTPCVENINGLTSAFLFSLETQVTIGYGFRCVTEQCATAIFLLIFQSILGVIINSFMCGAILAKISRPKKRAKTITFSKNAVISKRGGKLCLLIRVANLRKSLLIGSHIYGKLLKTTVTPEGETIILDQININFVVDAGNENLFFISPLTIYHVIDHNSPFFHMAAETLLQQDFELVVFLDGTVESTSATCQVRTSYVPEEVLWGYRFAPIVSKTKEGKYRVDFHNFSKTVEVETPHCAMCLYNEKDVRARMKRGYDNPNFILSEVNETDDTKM
PPARg SRC-1 ag: promotes SRC-1 coactivator recruitment by human PPARgamma; P37231; PPARgamma-SRC-1 coactivator recruitment biochemical assay; activation, % at 8 µM; hit rate 0.41% among 200,000; in the data active means activation above about 19%;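 further: 0% = DMSO and 100% = reference agonist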
S1P3 antagonist: blocks the human S1P3 receptor; hit rate 0.27% among 170,000; Q99500; AID 485; CHO S1P3 NFAT-BLA reporter, FRET fluorescence, antagonist mode; inhibition, % at 4.98 µM;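 active means inhibition above the plate cutoff, the mean inhibition of test wells on that plate plus 3 SD, cut at about 28% in these data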;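 further: cells challenged with S1P at its EC80 of 0.8 µM; blue over green emission ratio from cleaved BLA substrate after 4 h stimulation; 0% = S1P-stimulated wells and 100% = unstimulated DMSO-only wells; some compounds past the cut are filed as inactive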
Starred values were filed as active, the others as inactive; · = not tested or not shown.

SMILES	PPARg SRC2 recr	PPARg SRC3 recr	STAT3 activator	RAM network inh	TR-FRET SRC-2 ct	STAT1 blocker	STAT3 inh	TLR4-MyD88 BLA	ROMK primary	PPARg SRC-1 ag	S1P3 antagonist
Nn1c(SCC(=O)Nc2ccc(F)cc2)nnc1C1CCCCC1	2	4	98	-0.4	1761	5	5	-2	-0.25	5	-1
Cc1ccccc1NS(=O)(=O)c1cc(C(=O)Nc2cccc([N+](=O)[O-])c2)ccc1C	3	0	102	1.8	1573	-7	-2	18	0.29	-1	-1
O=C(NCc1cccc(Cl)c1)c1ccc2c(c1)OCO2	8	5	96	0.1	1720	8	6	-11	-0.42	7	3
COc1ccccc1CNC(=O)c1ccc(OCc2c(C)noc2C)c(OC)c1	6	6	94	0.3	1641	5	8	-13	0.12	2	·
Cc1cccc(NC(=S)NCCN2CCOCC2)c1C	-9	3	99	1.4	1483	9	4	-10	0.38	3	-3
CC(=O)NS(=O)(=O)c1ccc(NC(=O)c2ccccc2F)cc1	-6	1	98	0.8	1638	-6	6	-11	0.38	1	-24
O=C(N/N=C(\Cc1ncc[nH]1)c1ccccc1)c1ccccc1	-7	-2	98	0.2	1572	-9	6	3	-1.2	-1	-4
COc1cccc(Oc2nc3ncn(Cc4ccccc4)c3c(=O)n2C)c1	3	3	91	4.0	1408	-1	13	-5	·	2	-31
CCOc1cc(C(=S)N2CCOCC2)ccc1OC	5	0	105	0.5	1504	4	-4	-8	·	9	·
Cc1[nH]n(-c2ccc(Cl)cc2)c(=O)c1/C=N/n1c(C)nc2ccccc2c1=O	3	6	127	2.0	1343	-6	-28	8	-0.84	0	·
O=C(N1CCCC1)n1c(Cc2ccccc2)nc2ccccc21	10	-4	97	-0.1	1612	0	8	4	·	0	-13
COC(=O)c1c(C)cc(OC(C)=O)c(C)c1OC(C)=O	-3	-13	84	0.7	1397	5	22	3	0.79	-4	3
CCc1nc(N2CCCC(C)C2)c2oc3ccccc3c2n1 (stereo unspecified)	6	-3	92	-0.3	1466	3	15	-12	·	8	18
CC(C)C(=O)NC(=S)Nc1ccc(S(=O)(=O)N(C)Cc2ccccc2)cc1	0	10	101	7.5	1566	-4	5	8	-0.26	2	·
Fc1ccc(NCc2n[nH]c(=S)n2Cc2ccccc2)cc1	4	3	97	2.6	1659	-3	8	-16	-0.6	6	-2
Cc1ccccc1C1=N/C(=C/c2cccs2)C(=O)O1	-3	0	106	6.4	1426	2	6	-7	-0.27	-14	-15
O=C(CCn1c(=O)c2ccccc2n(Cc2cccc([N+](=O)[O-])c2)c1=O)N1CCc2ccccc2C1	-2	2	103	5.5	1474	-1	-6	-3	-0.77	4	-7
CS(=O)(=O)N1N=C(c2ccccc2)CC1c1cccs1 (stereo unspecified)	4	2	104	-0.5	1566	-8	-1	8	·	7	·
CCNC(=O)NS(=O)(=O)c1cnccc1Nc1cccc(Cl)c1	8	7	80	1.9	1710	10	26	-3	0.36	-1	-20
COc1ccc(OC)c(N=c2ssnc2Cl)c1	5	14	109	-0.5	1476	-4	-5	-5	·	1	·
c1nc(NCC2(N3CCOCC3)CCCCC2)c2ccsc2n1	4	5	102	-0.5	1627	4	2	5	·	1	·
CC12CCC(C(=O)Nc3nc4ccc(Br)cc4s3)(OC1=O)C2(C)C (stereo unspecified)	7	3	102	-0.1	1650	-45	3	-5	0.17	9	-23
CC(C)(C)C1CCC2(CC1)SCC(=O)N2c1ccccc1 (stereo unspecified)	3	-6	128	5.2	1444	-2	-27	-4	·	-5	·
COC(=O)c1ccc(/C=N/Nc2nc3ccccc3[nH]2)cc1	9	0	103	-0.1	1700	-41	-4	-3	0.24	-2	-16
CN(/N=C/c1cccnc1)c1cnn(-c2ccc(F)c(Cl)c2)c(=O)c1Cl	-1	-6	95	0.1	1483	-7	11	3	1.7*	-1	·

Profiles from above. Values in the order: PPARg SRC2 recr	PPARg SRC3 recr	STAT3 activator	RAM network inh	TR-FRET SRC-2 ct	STAT1 blocker	STAT3 inh	TLR4-MyD88 BLA	ROMK primary	PPARg SRC-1 ag	S1P3 antagonist
Results for COc1ccccc1CNC(=O)c1ccc(OCc2c(C)noc2C)c(OC)c1 = 6	6	94	0.3	1641	5	8	-13	0.12	2	·
Results for O=C(NCc1cccc(Cl)c1)c1ccc2c(c1)OCO2 = 8	5	96	0.1	1720	8	6	-11	-0.42	7	3

Following part
SMILES	PPARg SRC2 recr	PPARg SRC3 recr	STAT3 activator	RAM network inh	TR-FRET SRC-2 ct	STAT1 blocker	STAT3 inh	TLR4-MyD88 BLA	ROMK primary	PPARg SRC-1 ag	S1P3 antagonist
O=Nc1c2cc(-c3ccccc3)[nH]nc-2c2ccccc12	-1	4	23	5.8	1581	-6	98*	2	-0.018	3	-19
O=C1/C(=C/c2ccccn2)COc2ccccc21	-4	0	98	-1.4	1455	3	4	23	-1.6	-3	-14
COc1ccc(C(=O)c2ccccc2)c2c(O)ccc(C(=O)c3ccccc3)c12	8	5	46	7.4	1436	9	65*	-2	·	6	·
COCCNS(=O)(=O)c1ccc2c(c1)n(C)c(=O)n2C	5	-3	102	1.2	1674	-7	-2	7	0.24	1	·
Fc1ccc2nc(N3CCCC3)sc2c1	4	-3	87	1.4	1432	-31	18	-3	0.026	1	-8
CCOc1ccc(C(=O)COC(C)=O)cc1	7	9	102	0.7	1636	11	0	-13	0.98	15	·
O=C(Nc1nc2ccc(Cl)cc2s1)c1ccco1	10	1	69	2.8	1432	-18	35	12	1.5	7	·
CCOC(=O)c1c(C)[nH]c(C(=O)COC(=O)CNC(=O)c2ccc(Br)cc2)c1C	-8	-3	100	6.8	1337	-4	2	-5	0.63	-10	-14
CC(=O)C(Cl)C(=O)Nc1ccccc1 (stereo unspecified)	-8	-4	123	-1.8	1408	-9	-18	-4	-5.4*	8	-2
CCC(=O)Nc1cc2c(cc1C(C)=O)OCCO2	10	3	98	0.7	1737	-1	5	-19	·	2	·
O=C(c1ccco1)N1CCN=C1SCc1cccnc1	-4	-2	96	1.4	1506	-2	6	7	0.95	-2	-8
O=C(CN1CCOCC1)N/N=C/c1cc2ccccc2nc1Cl	1	-2	96	-0.3	1391	-1	12	-5	·	3	·
COC(=O)Cc1nnc(NC(=O)C(C)C)s1	4	6	103	0.3	1629	11	2	-4	1.4	0	·
O=C(NCC1CCCO1)c1ccc(CNS(=O)(=O)c2cccc(Cl)c2)cc1 (stereo unspecified)	5	-2	99	1.1	1570	-3	8	8	0.4	1	-11
Cc1ccccc1NC(=O)COc1ccc(Br)cc1CNCCCO	1	0	105	-0.2	1412	-1	1	4	-1.1	2	6
CC(C)C[C@H](NS(=O)(=O)c1ccc(Br)cc1)C(=O)O	-5	1	98	-0.7	1476	-2	8	-10	0.77	-2	·
CSc1nnnn1-c1ccc(C(=O)OCC(=O)N2CCOCC2)cc1	-2	-5	97	1.7	1502	10	7	1	0.42	-2	-30
COc1ccc(CCNC(=O)Cn2cnc3c(cnn3C(C)(C)C)c2=O)cc1OC	5	-5	100	0.9	1601	1	4	11	·	4	13
COc1ccc(CNc2ccccc2SC)cc1OC	1	-2	105	0.7	1476	-3	0	0	-0.64	-5	·
CCN(CC)/C(N)=N/c1nc(C)cc(C)n1	7	4	94	0.6	1685	3	11	-1	0.091	5	12
CCCOc1ccc(C2c3c(oc4cc(C)c(C)cc4c3=O)C(=O)N2CCCN(C)C)cc1 (stereo unspecified)	3	2	98	0.2	1679	1	3	4	·	11	-10
O=S(=O)(c1ccc(F)cc1)N1CCC(N2CCN(c3ccccc3)CC2)CC1	5	1	93	·	1518	4	13	-2	0.41	2	-30
c1ccc(CSCc2nc3ccccc3[nH]2)cc1	11	1	97	2.5	1664	-29	2	3	-0.22	2	6
NC(=O)C(=O)NN=C1C2CC3CC(C2)CC1C3	-4	-1	105	2.7	1300	-6	3	3	-2.3	3	6
COc1cccc(-n2nnnc2SCC(=O)NCCc2ccccc2)c1	-6	-3	102	-0.3	1509	1	1	-2	·	3	-18
O=C(CCCc1ccccc1)Nc1cccnc1Cl	4	-2	99	0.6	1626	-10	11	-10	-1.1	13	0
CCc1c(C#N)c(SCCC(=O)Nc2cccc(OC)c2)nc2c1C(=O)CC(C)(C)C2	-1	-3	93	5.7	1607	3	8	-2	-1.5	-5	·
COc1ccc(S(=O)(=O)N(C)CC(=O)Nc2ccc(C)cc2)cc1OC	8	9	96	0.2	1747	6	14	-11	1.1	8	-31
O=C(/C=C/c1ccco1)Nc1ccc(Oc2ccccc2)cc1	7	14	88	2.8	1861	-37	17	-17	·	4	·
O=c1c2c(nc3nc(CCc4ccccc4)[nH]n13)CCC2	5	10	96	0.9	1525	6	7	-8	0.38	4	-11

Copied from above for reference:
SMILES	PPARg SRC2 recr	PPARg SRC3 recr	STAT3 activator	RAM network inh	TR-FRET SRC-2 ct	STAT1 blocker	STAT3 inh	TLR4-MyD88 BLA	ROMK primary	PPARg SRC-1 ag	S1P3 antagonist
Nn1c(SCC(=O)Nc2ccc(F)cc2)nnc1C1CCCCC1	2	4	98	-0.4	1761	5	5	-2	-0.25	5	-1
Cc1ccccc1NS(=O)(=O)c1cc(C(=O)Nc2cccc([N+](=O)[O-])c2)ccc1C	3	0	102	1.8	1573	-7	-2	18	0.29	-1	-1
O=C(NCc1cccc(Cl)c1)c1ccc2c(c1)OCO2	8	5	96	0.1	1720	8	6	-11	-0.42	7	3
COc1ccccc1CNC(=O)c1ccc(OCc2c(C)noc2C)c(OC)c1	6	6	94	0.3	1641	5	8	-13	0.12	2	·
Cc1cccc(NC(=S)NCCN2CCOCC2)c1C	-9	3	99	1.4	1483	9	4	-10	0.38	3	-3
CC(=O)NS(=O)(=O)c1ccc(NC(=O)c2ccccc2F)cc1	-6	1	98	0.8	1638	-6	6	-11	0.38	1	-24
O=C(N/N=C(\Cc1ncc[nH]1)c1ccccc1)c1ccccc1	-7	-2	98	0.2	1572	-9	6	3	-1.2	-1	-4
COc1cccc(Oc2nc3ncn(Cc4ccccc4)c3c(=O)n2C)c1	3	3	91	4.0	1408	-1	13	-5	·	2	-31
CCOc1cc(C(=S)N2CCOCC2)ccc1OC	5	0	105	0.5	1504	4	-4	-8	·	9	·
Cc1[nH]n(-c2ccc(Cl)cc2)c(=O)c1/C=N/n1c(C)nc2ccccc2c1=O	3	6	127	2.0	1343	-6	-28	8	-0.84	0	·
O=C(N1CCCC1)n1c(Cc2ccccc2)nc2ccccc21	10	-4	97	-0.1	1612	0	8	4	·	0	-13
COC(=O)c1c(C)cc(OC(C)=O)c(C)c1OC(C)=O	-3	-13	84	0.7	1397	5	22	3	0.79	-4	3
CCc1nc(N2CCCC(C)C2)c2oc3ccccc3c2n1 (stereo unspecified)	6	-3	92	-0.3	1466	3	15	-12	·	8	18
CC(C)C(=O)NC(=S)Nc1ccc(S(=O)(=O)N(C)Cc2ccccc2)cc1	0	10	101	7.5	1566	-4	5	8	-0.26	2	·
Fc1ccc(NCc2n[nH]c(=S)n2Cc2ccccc2)cc1	4	3	97	2.6	1659	-3	8	-16	-0.6	6	-2

Screening data: PubChem, several laboratories
